High-throughput results: PubChem BioAssay, several laboratories
NS3 helicase inh: inhibitors of HCV NS3 helicase, primary screen, biochemical, Cy5 molecular beacon fluorescence | Hepatitis C virus NS3 helicase | NS3 helicase DNA unwinding | inhibition, % at 10.9 µM | 290,000 tested, 0.56% active | AID 1800, 2009;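 active = inhibition above the mean of all tested compounds plus 3 SD, set per campaign, cut at about 35% in these data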;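 also: 0% = DMSO wells and 100% = thioflavine S control wells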
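System: Hepatitis C virus NS3 helicase domain fragment enzyme | Reagent: Annealed dual-labelled DNA beacon duplex, ATP-started | Compound dosing: 10.9 µM single point, 0.8% DMSO | Incubation: 1 h reaction at 25 °C, ATP-initiated | Technique: Cy5 fluorescence | Evaluation: Percent inhibition from t60/t0 fluorescence ratio | Benchmarks: Low DMSO, high thioflavine S at 110 µM | Replication: Singlicate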
OXTR ag: human OXTR agonists, primary screen, fluorescence, CHO-OTR cells, Fluo-8 calcium. Oxytocin receptor (Homo sapiens), P30559. Fluo-8 calcium fluorescence; normalized: DMSO 0%, oxytocin 100%. activation, % at 3 µM. 320,000 tested, 0.32% active;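 active = activation above the mean of all tested compounds plus 3 SD, cutoff set per screening run, cut at about 20% in these data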;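 also: peak over basal fluorescence ratio from a 100 s FLIPR kinetic read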
Target sequence (P30559 whole entry, looked up): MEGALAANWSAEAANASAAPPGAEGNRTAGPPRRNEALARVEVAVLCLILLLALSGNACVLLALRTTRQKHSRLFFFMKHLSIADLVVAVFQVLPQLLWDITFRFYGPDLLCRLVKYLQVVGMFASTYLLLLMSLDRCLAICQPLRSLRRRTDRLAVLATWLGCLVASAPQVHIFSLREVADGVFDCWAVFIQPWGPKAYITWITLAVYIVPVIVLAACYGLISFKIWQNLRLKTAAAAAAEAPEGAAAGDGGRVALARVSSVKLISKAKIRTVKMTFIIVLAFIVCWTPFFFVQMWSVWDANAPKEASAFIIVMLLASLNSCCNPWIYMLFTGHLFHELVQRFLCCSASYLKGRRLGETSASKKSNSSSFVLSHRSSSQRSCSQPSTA
PHOSPHO1 inh: PubChem AID 1565; Phosphoethanolamine/phosphocholine phosphatase (Homo sapiens), Q8TCT1; recombinant PHOSPHO1, absorbance phosphatase assay; inhibition, % at 13.3 µM; 290,000 tested, 1.1% active; in the data active = inhibition above about 60%
FID counter: compounds displacing fluorescent DNA intercalator, primary screen, artefact control for HCV NS3 helicase inhibitor project, biochemical, FID fluorescence | 290,000 tested, 0.17% active | DNA fluorescent intercalator displacement | inhibition, % at 7.9 µM | AID 1845, 2009; in the data active = inhibition above about 37%;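 also: 0% = vehicle and 100% = reference compound; higher means more ethidium bromide displaced from hairpin DNA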
GalR3 antag: GalR3 antagonists in HEK293 cells, primary screen, cell-based, fluorescence readout | Galanin receptor type 3 (Homo sapiens), O60755 | 360,000 tested, 0.44% active | HEK293 GalR3-CNG cAMP membrane potential fluorescence; galR3 body fused to GalR1 C-terminus | inhibition, % at 3 µM;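 active = inhibition above the screen-wide average plus 3 SD, cut at about 13% in these data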;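 also: forskolin and galanin both at EC90 stimulate the cells; cAMP rise reported by CNG channel membrane potential dye signal; 0% = forskolin plus galanin with DMSO and 100% = forskolin alone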
Target sequence (O60755 1-299 limits assumed): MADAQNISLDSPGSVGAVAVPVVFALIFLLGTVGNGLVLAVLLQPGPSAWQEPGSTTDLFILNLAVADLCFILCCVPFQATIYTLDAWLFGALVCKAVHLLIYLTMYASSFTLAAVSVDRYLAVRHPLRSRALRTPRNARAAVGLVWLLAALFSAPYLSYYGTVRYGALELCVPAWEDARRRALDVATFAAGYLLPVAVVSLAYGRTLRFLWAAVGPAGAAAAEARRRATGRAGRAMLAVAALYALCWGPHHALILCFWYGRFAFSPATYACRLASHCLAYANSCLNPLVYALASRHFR
V1aR counter: agonists of human V1a receptor, primary screen, counter-screen for OXTR agonist project, fluorescence, CHO-V1R cells. Vasopressin V1a receptor (Homo sapiens), P37288. 320,000 tested, 0.25% active. Fluo-8 calcium fluorescence, agonist mode; 0% DMSO, 100% 3 nM vasopressin. activation, % at 3 µM;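 active = activation above the mean activation of all tested compounds plus 3 SD, per screening run, cut at about 20% in these data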;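 also: signal is peak over basal fluorescence ratio across a 100 second FLIPR read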
GPR7 antagonist: GPR7 receptor antagonists, primary screen, cell-based, fluorescence, single concentration | Neuropeptides B/W receptor type 1 (Homo sapiens), P48145 | AID 1861, 2009 | inhibition, % at 4.4 µM | 290,000 tested, 1.1% active | GPR7-expressing cells, fluorescence antagonist assay; in the data active = inhibition above about 16%, passing the limit was not always enough;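 also: cells stimulated with the agonist NPW; 0% = agonist with vehicle and 100% = vehicle without agonist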
Target sequence (P48145 whole entry, looked up): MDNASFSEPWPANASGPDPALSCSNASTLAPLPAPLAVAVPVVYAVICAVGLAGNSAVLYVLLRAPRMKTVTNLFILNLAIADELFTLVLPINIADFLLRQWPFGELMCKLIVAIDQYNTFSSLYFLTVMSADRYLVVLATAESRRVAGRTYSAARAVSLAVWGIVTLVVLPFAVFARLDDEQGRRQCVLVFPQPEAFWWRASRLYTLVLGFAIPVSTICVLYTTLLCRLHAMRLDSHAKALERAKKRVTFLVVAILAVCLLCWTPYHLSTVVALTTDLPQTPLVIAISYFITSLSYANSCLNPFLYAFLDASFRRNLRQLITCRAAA
VIM-2 inhibitor: VIM-2 metallo-beta-lactamase inhibitors, primary screen, biochemical, epi-absorbance readout, Pseudomonas aeruginosa enzyme. purified VIM-2, nitrocefin hydrolysis, epi-absorbance fluorescence. inhibition, % at 5.6 µM. 290,000 tested, 0.89% active;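 active = inhibition above the mean of all tested compounds plus 3 SD, cutoff set per screening run, cut at about 7.5% in these data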;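 also: red hydrolysis product quenches plate fluorescence so inhibitors raise well fluorescence; 0% = enzyme with DMSO and 100% = DMSO without enzyme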
IMP-1 inhibitor: IMP-1 metallo-beta-lactamase inhibitors, primary screen, biochemical, epi-absorbance readout, Pseudomonas aeruginosa enzyme; metallo-beta-lactamase IMP-1 (Pseudomonas aeruginosa); AID 1556, 2009; 290,000 tested, 0.45% active; inhibition, % at 5.6 µM; purified IMP-1, nitrocefin hydrolysis, epi-absorbance fluorescence;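 active = inhibition above the mean plus 3 SD of all compounds in the same screening run, cut at about 4.5% in these data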;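 also: 0% = IMP-1 with DMSO and 100% = DMSO wells lacking enzyme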
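System: Purified recombinant IMP-1 metallo-beta-lactamase enzyme | Measured by: Fluorescence quenching readout, ex 480/em 530 nm | Replication: Singlicate | Incubation: 15 min preincubation plus 25 min reaction at 25 °C | Evaluation: Percent inhibition from optical density relative to buffer-blank wells | Benchmarks: DMSO with and without IMP-1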
An asterisk follows results filed as active; / = not tested or not shown. Compounds were not picked by outcome; any-hit rate near 4.3%.

SMILES,NS3 helicase inh,OXTR ag,PHOSPHO1 inh,FID counter,GalR3 antag,V1aR counter,GPR7 antagonist,VIM-2 inhibitor,IMP-1 inhibitor
Cc1ccc(-c2cc(C(=O)N3CCCCC3)c3ccccc3n2)cc1C,-3.4,-1.7,7.9,-30.8,-3.7,0.4,-11.7,-4.6,-3.6
COC(=O)c1c(NC(=O)CN2CCN(C(=O)c3ccco3)CC2)c2cc(C)ccc2n1C,-20.7,-2.6,36.3,-22.2,-2.9,-1.0,-1.7,2.2,-0.5
CCOC(=O)C1(C)NC(c2ccco2)C2C(=O)N(CC)C(=O)C21 (stereo not given),-1.8,1.2,5.3,-1.0,-6.1,0.9,-3.0,-0.6,-2.8
CC(=O)Nc1ccc(NC(=O)C(C)N(C)CC(=O)Nc2ccccc2Br)cc1 (stereo not given),-1.0,/,41.9,-33.1,-10.3,/,2.4,-2.6,-1.6
COCCSc1nnc(NC(=O)Cc2ccccc2OC)s1,0.2,-0.5,-1.4,-9.1,2.3,0.0,-10.4,-4.8,-0.5
COc1ccc(S(=O)(=O)NCC(c2cccnc2)N2CCN(c3ccc(F)cc3)CC2)cc1C (stereo not given),-39.3,/,-22.9,-30.1,-0.5,/,-10.2,-4.0,-2.3
COc1ccc(S(=O)(=O)Nc2cc(C)ccn2)cc1OC,1.0,0.5,2.3,-2.9,-1.3,0.7,-12.0,0.1,-1.2
Nc1ccc(C(=O)OCC(=O)NC2CCCc3ccccc32)cc1[N+](=O)[O-] (stereo not given),11.5,5.3,17.9,2.8,-2.1,2.4,6.3,-2.6,-5.3
Cc1c(Cc2ccc3c(c2)OCO3)sc(NC(=O)c2ccccc2)c1C(N)=O,-2.2,-0.3,-11.1,-2.8,/,2.6,-15.8,0.1,-1.0
O=C1CCC(=O)N1c1ccccc1OS(=O)(=O)c1ccccc1,1.1,0.0,18.5,0.3,-1.3,-0.2,-10.1,-2.0,-2.6
C/C(=N/NC(=O)c1cccc(N2CCCC2=O)c1)c1ccc(Br)cc1,-2.2,-0.6,32.3,-28.4,-6.7,-0.6,-4.4,-1.1,-2.8
Cc1cc(Oc2ccc(=O)[nH]n2)nc(Cl)n1,1.2,0.7,37.7,-1.8,5.1,2.5,-14.1,-0.4,-0.9
NC(=S)N/N=C/c1ccc(-c2cc(Cl)ccc2Cl)o1,5.9,-1.4,93.1*,-8.3,-11.0,-1.1,-14.2,-1.5,-6.5
CCOC(=O)N1CCN(C(=O)c2ccc3c(SCC(=O)O)c4c(nc3c2)CCCC4)CC1,0.7,-0.7,7.7,-52.3,/,-0.3,2.0,-2.6,-6.3
CC(=O)OCCOc1nc(N(C)C)nc(N(C)C)n1,-1.6,-0.5,-19.3,-5.3,-4.3,-1.0,3.9,1.4,0.5
CCOCCCNC(=O)c1cccs1,7.5,1.8,1.0,4.6,1.8,0.5,-11.9,-2.6,0.6
COc1ccc(NC(=O)COC(=O)c2c(C)noc2C)c(OC)c1,1.0,-0.3,7.1,-8.2,-4.0,0.7,13.7,-2.4,-1.8
COC(=O)Cc1c(C)c2ccc(OCC(C)=O)c(C)c2oc1=O,14.5,4.8,-3.7,-8.1,-2.1,3.6,7.4,4.9,0.1
CCO[C@H]1OC(C(=O)NCc2nc3ccccc3[nH]2)=C[C@@H](c2csc3ccccc23)[C@@H]1CCCO,-18.3,2.1,0.8,-20.4,-1.4,1.2,-9.8,-1.4,-2.0
Cc1c(CN2CCCC(C(=O)Nc3cccc(-n4cccn4)c3)C2)cnn1C (stereo not given),34.8,0.4,22.6,3.8,-3.3,0.5,-3.9,-2.0,-3.0
CC(/C=N/NC(=O)Cc1cccn1C)=C\c1ccco1,20.7,-0.1,21.5,-4.8,-3.8,-1.0,7.9,0.9,-0.8
COc1ccc(Nc2nnc(-c3ccccc3)c3ccccc23)cc1C(=O)N1CCCCC1,-7.1,-1.4,0.3,-25.6,5.6,6.4,-1.1,-0.7,-2.3
CN1C(C(=O)NCc2ccc(OC(F)(F)F)cc2)CC2Cn3c(nc4ccccc43)C21 (stereo not given),/,0.0,29.7,/,-0.4,1.0,/,/,/
CCOc1ccccc1N1CCN(c2nc(N)c(C#N)c(CC#N)c2C#N)CC1,36.1*,1.7,17.3,-22.8,1.2,2.7,-12.7,-1.0,-2.3
O=C(Cn1nnc(-c2ccccc2)n1)NCc1ccccc1,8.2,-0.8,-8.3,-10.3,-0.5,-0.7,5.9,-4.0,-2.3
COC(=O)c1[nH]c2ccc(F)cc2c1NC(=O)C1=COCCO1,2.1,-0.8,-22.3,-2.4,1.8,-1.3,-2.9,-6.0,-2.5
O=C(COC(=O)c1ccc2[nH]c3c(c2c1)CCCC3)Nc1ccccc1Cl,3.8,0.5,32.5,0.4,6.5,-0.1,-11.8,-0.7,-0.4
COc1ccc(-c2cc(OC)c3c(C)oc(C)c3c(=O)c2)cc1OC,8.3,-0.3,6.6,-21.8,-2.1,1.1,-6.6,0.7,1.2
N#C/C(=C(/O)COC(=O)CCC1CCCCC1)c1nc2ccccc2[nH]1,5.7,1.1,23.4,-2.6,-0.1,0.2,-1.0,-6.2,-2.9
COCC(=O)Oc1c(S(=O)(=O)c2ccc(C)cc2)c(C)nn1C(C)(C)C,1.9,-0.1,37.3,-1.8,-14.4,-0.6,3.5,0.1,-1.6
COCCCNc1c2c(nc3nnnn13)CCCC2,-0.1,2.2,40.5,-4.3,-5.1,0.5,0.9,0.5,0.0
CCCOc1ccc(C2C(C(=O)c3ccc(C)o3)=C(O)C(=O)N2CCCn2ccnc2)cc1 (stereo not given),-15.3,-0.2,/,-10.1,-3.5,0.7,-8.4,0.3,-3.3
COc1ccc(OC)c(/C=N/Nc2nncn2/N=C/c2cc(OC)ccc2OC)c1,12.4,0.4,-5.8,-3.2,2.4,0.2,-5.4,-2.1,-1.6
COc1ccc(S(=O)(=O)N(CC(=O)NC2CC2)c2ccc(C)cc2)cc1OC,-6.1,-0.2,-6.1,-2.6,-3.8,0.9,4.0,2.0,-6.4
Cc1ccc(-n2c(C)nc3ncnc(-c4ccccc4)c32)cc1,1.5,-1.0,-11.3,-14.3,-4.3,0.1,0.6,-1.2,-0.1
O=C(CNC(=O)c1cccc(Br)c1)NCCc1nc2ccccc2[nH]1,19.2,0.1,-4.4,2.1,-6.6,0.1,15.1,-0.5,1.3
O=C(NC(c1ccccc1)C(Cl)Cl)c1ccccc1 (stereo not given),-2.2,-1.4,-6.8,-2.2,-0.2,1.8,-3.0,-0.4,-0.5
CCCCc1cc(=O)oc2cc(OCC(=O)NCCN3CCOCC3)c(Cl)cc12,0.0,1.7,29.0,-2.5,-6.0,-0.1,-12.3,2.0,-2.5
CC(=O)N/C(=C\c1ccccc1)C(=O)NCc1ccc2c(c1)OCO2,1.6,-0.5,25.6,-3.3,-3.5,1.5,-15.6,-2.9,-2.6
C=CCSc1nc(C)c(CC=C)c(=O)[nH]1,-4.7,-0.4,16.5,-3.7,-8.4,0.5,-13.2,-3.1,-3.4
CCCNC(=O)c1ccccc1NC(=O)c1ccc(CSc2ccccc2)cc1,3.3,6.1,7.0,5.6,0.0,4.0,-8.6,0.0,-0.1
O=C(O)COc1ccccc1/C=C1\SC(=O)N(Cc2ccc(F)cc2)C1=O,21.4,0.2,48.4,-16.4,-1.4,-1.2,-2.0,0.0,-2.9
O=C1CC(=O)Nc2cc(S(=O)(=O)Nc3ccc(Cl)c(C(F)(F)F)c3)ccc2N1,-1.5,0.0,27.9,-14.3,-4.8,-0.1,-19.1,-1.1,-0.2
C=CCc1ccc(OCCCOc2ccc(C)cc2OC)c(OC)c1,-2.2,-1.5,4.6,-14.9,0.1,-0.8,-6.1,-4.3,-4.3
CCOC(=O)c1sc(NC(=O)c2c(OC)cccc2OC)nc1C,2.2,-1.0,-17.5,-17.4,-2.9,-0.1,13.7,-2.4,-1.0
Cc1ccccc1CN1CCN(CC(=O)NCCCN2CCN(c3ccc(F)cc3)CC2)C1=O,-17.9,7.9,54.2,7.3,1.4,7.9,-10.9,-1.3,-2.1
CC(C)C(O)(C#CCN1CCCCC1)c1ccccc1 (stereo not given),7.1,3.3,0.9,3.4,-2.7,10.1,15.1,-2.8,-1.3
CCCCn1c(N2CCC(Cc3ccccc3)CC2)nc2c1c(=O)[nH]c(=O)n2C,-16.3,3.1,9.7,-25.2,-0.8,-1.9,-14.2,-2.6,-2.3
O=C(CNC(=O)c1ccc(F)cc1)N/N=C/c1cn[nH]c1-c1ccccc1,-17.4,-0.3,2.5,-0.8,0.6,0.7,0.3,-0.2,-2.2
COc1ccc(OC)c(NC(=O)c2ccc3nc(-c4ccccc4)c(-c4ccccc4)nc3c2)c1,4.5,-0.2,-16.4,-1.7,/,0.7,-10.4,-2.1,-3.8
COc1ccccc1N1CCN(C(=O)COc2ccc(Cl)cc2)CC1,-0.2,3.1,23.9,-34.3,-5.8,1.8,0.7,-2.1,-3.6

Filtered by structure, those above containing an aryl thioether with sulfur outside any ring (4)
SMILES,NS3 helicase inh,OXTR ag,PHOSPHO1 inh,FID counter,GalR3 antag,V1aR counter,GPR7 antagonist,VIM-2 inhibitor,IMP-1 inhibitor
COCCSc1nnc(NC(=O)Cc2ccccc2OC)s1,0.2,-0.5,-1.4,-9.1,2.3,0.0,-10.4,-4.8,-0.5
CCOC(=O)N1CCN(C(=O)c2ccc3c(SCC(=O)O)c4c(nc3c2)CCCC4)CC1,0.7,-0.7,7.7,-52.3,/,-0.3,2.0,-2.6,-6.3
C=CCSc1nc(C)c(CC=C)c(=O)[nH]1,-4.7,-0.4,16.5,-3.7,-8.4,0.5,-13.2,-3.1,-3.4
CCCNC(=O)c1ccccc1NC(=O)c1ccc(CSc2ccccc2)cc1,3.3,6.1,7.0,5.6,0.0,4.0,-8.6,0.0,-0.1
